MT1-MMP act inh: MT1-MMP (human) activation inhibition | HT1080 RFP-PRO-GFP cells, GFP/RFP ratio fluorescence, overnight; percent of plate control window, DMSO zero | GFP/RFP ratio change, % at 20 µM | actives 0.061% (n = 360,000) | AID 651647;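 active = GFP/RFP ratio change of at least 30% with cell ATP level not reduced by more than half and red fluorescence within 50% of control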; also: strong numbers were not always called active
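Assay system: RFP-PRO-GFP reporter HT1080 cells; read-out basis: GFP/RFP fluorescence ratio; benchmarks: DMSO wells and RFP-L50D-GFP cells; doses: 20 µM single dose, 1% DMSO; schedule: overnight cell settling, then overnight compound exposure, 37 °C, 5% CO2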
CendR NRP1 mod: modulators of CendR peptide binding to human neuropilin-1; O14786; FAM-RPARPAR peptide binding to NRP-1, fluorescence polarization; inhibition, % at 25 µM; actives 0.85% (n = 360,000); AID 602438;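 active = inhibition or corrected inhibition above about 18%, plus a signal ratio from 0.5 to 1.5, limit read from the data, passing the limit was not always enough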; also: strong numbers were not always called active
LMPTP block: LMPTP (human) inhibition; P24666; inhibition, % at 20 µM; AID 651560; recombinant LMPTP-A, OMFP fluorogenic substrate, fluorescence intensity; actives 0.22% (n = 360,000);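 active = compounds that cut the enzyme signal by at least half of the control window in the single-dose screen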;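 also: plate controls were DMSO wells with enzyme plus substrate for no effect and substrate without enzyme for full effect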
Target sequence (P24666 whole entry, looked up): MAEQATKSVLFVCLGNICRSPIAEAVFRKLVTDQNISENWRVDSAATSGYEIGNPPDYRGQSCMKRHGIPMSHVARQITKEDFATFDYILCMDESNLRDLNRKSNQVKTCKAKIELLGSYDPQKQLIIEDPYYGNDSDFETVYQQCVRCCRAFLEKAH
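Buffer or medium: Bis-Tris pH 6.0, DTT, detergent; Assay system: LMPTP-A enzyme; Quantity: 0.625 nM enzyme; Detection: endpoint fluorescence intensity; Times: 50 min dark incubation at room temperature; Controls: substrate-only low control, DMSO enzyme-plus-substrate high control; Doses: single 20 µM dose; Read-out: percent inhibition versus substrate-only and uninhibited controls; Reagent: 400 µM OMFP.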
SKN-1 block: blocks SKN-1 activity in C. elegans. C. elegans VP596 Pgst-4::GFP/RFP ratio, acrylamide-induced, 24 h. inhibition, % at 21.8 µM. actives 0.49% (n = 360,000). AID 624304;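 active = interference check ratio from 0.5 to 1.5 plus GFP to RFP signal ratio inhibition reaching or exceeding a fixed threshold, cut at about 30% in these data, passing the limit was not always enough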; also: some compounds called inactive have numbers as strong as hits
Rpn11 block: blocks the human proteasome subunit Rpn11; calls only at 20 µM; AID 588493; actives 0.59% (n = 360,000); O00487; human 26S proteasome, Ub4-pepOG fluorescence polarization; 20S core pre-blocked with epoxomicin;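 active = inhibition at 20 µM, scaled to each plate's controls, above about 33%, limit read from the data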
Target sequence (O00487 whole entry, looked up): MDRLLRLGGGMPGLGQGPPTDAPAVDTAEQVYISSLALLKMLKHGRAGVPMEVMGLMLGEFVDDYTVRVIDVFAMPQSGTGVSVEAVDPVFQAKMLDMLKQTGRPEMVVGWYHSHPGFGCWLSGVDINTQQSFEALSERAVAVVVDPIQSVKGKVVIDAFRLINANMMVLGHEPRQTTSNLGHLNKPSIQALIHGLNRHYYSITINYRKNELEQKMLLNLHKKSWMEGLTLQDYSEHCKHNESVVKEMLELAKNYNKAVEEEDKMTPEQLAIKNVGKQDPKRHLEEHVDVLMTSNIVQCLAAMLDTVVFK
DNMT1 inh: blocks human DNA methyltransferase DNMT1; actives 0.83% (n = 360,000); DNMT1 molecular beacon, Hinp1I cleavage, fluorescence; inhibition (reported as % activation of signal), % at 10 µM; in the data active = inhibition above about 50%
NadD block: inhibitors of Staphylococcus aureus NadD | purified NadD enzyme, colorimetric absorbance read-out | inhibition, % at 20 µM | actives 0.78% (n = 360,000) | AID 602399; in the data active = inhibition above about 26%; also: some compounds past the cut are filed as inactive
STEP block: blocks human striatal-enriched tyrosine phosphatase. P54829. recombinant STEP, OMFP fluorogenic substrate, fluorescence. inhibition, % at 20 µM. actives 0.25% (n = 360,000). AID 588621;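 active = inhibition at 20 µM, scaled per plate between control wells, above about 37%, limit read from the data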;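 also: 0% = DMSO with enzyme and substrate and 100% = substrate only without enzyme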
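Assay system: isolated STEP enzyme. Buffer or medium: pH 6.0 Bis-Tris with DTT and Tween 20. Also added: fluorogenic phosphatase substrate OMFP at 25 µM final. Dosing: 20 µM, 1% DMSO. Timing: 20 min reaction, room temperature, in the dark. Measured by: fluorescence intensity, excitation 480 nm, emission 540 nm. Evaluation: normalized % inhibition.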
SUMO1-SIM PPI: alters human SUMO1 binding to SIM partners. AID 602429. P63165. actives 0.33% (n = 360,000). inhibition, % at 20 µM. SUMO1 binding to a labelled peptide, TR-FRET, 1 h; in the data active = inhibition above about 37%
Target sequence (P63165 whole entry, looked up): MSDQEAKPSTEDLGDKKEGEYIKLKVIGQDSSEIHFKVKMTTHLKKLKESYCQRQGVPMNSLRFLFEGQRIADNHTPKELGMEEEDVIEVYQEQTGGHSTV
Scp1 inh: Scp-1 (human) phosphatase inhibition; Recombinant Scp1, phosphopeptide, malachite green phosphate absorbance; inhibition, % at 20 µM; actives 0.88% (n = 340,000); AID 493091;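 active = inhibition above about 50% at 20 µM, limit read from the data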;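 also: plate controls were DMSO wells with enzyme for no effect and wells lacking enzyme for full effect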
Target sequence (Q9GZU7 76-261 limits assumed): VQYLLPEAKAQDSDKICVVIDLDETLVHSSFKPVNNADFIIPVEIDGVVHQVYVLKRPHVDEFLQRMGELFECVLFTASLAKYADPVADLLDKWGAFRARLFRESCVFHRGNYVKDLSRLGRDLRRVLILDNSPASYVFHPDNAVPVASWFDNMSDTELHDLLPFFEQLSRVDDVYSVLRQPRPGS
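System: SCP-1 catalytic domain; Reagent: Phospho 17-mer peptide substrate; Doses: one concentration, 20 µM, with 1.0% DMSO; Incubation: 45 min room-temperature reaction, 5 min colour, 30 min stabiliser; Signal: Phosphate-binding colour reagent, absorbance read at 630 nm.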
* hit, by the source's call; i = inactive; · = no result given.

SMILES	MT1-MMP act inh	CendR NRP1 mod	LMPTP block	SKN-1 block	Rpn11 block	DNMT1 inh	NadD block	STEP block	SUMO1-SIM PPI	Scp1 inh
O=C(NN1C(=O)/C(=C\c2cccnc2)SC1=S)c1ccco1	-0.9	-11.3	-0.2	-5.2	i	-1.9	-2.3	-3.2	-5.9	-8.3
COc1cc(C(=O)NC2CC(C)(C)NC(C)(C)C2)cc(OC)c1OC	-2.0	-3.4	0.7	6.4	i	-1.2	-2.7	-1.5	-0.1	-3.3
COc1ccc(NC(=O)CSc2nnc(-c3cccnc3)o2)c(OC)c1	2.0	-0.9	0.0	-26.4	i	2.5	-7.1	0.0	2.6	3.9
Cc1nc(-c2ccc(NC(=O)Cc3ccccc3)cc2)cs1	0.5	-1.4	0.1	4.4	i	-2.0	-3.1	-1.6	9.1	-15.4
Cc1nnc(-c2cnn(C)c2N)n1CCCN(C)C	-3.1	5.3	-1.1	3.5	i	2.4	-1.7	-3.2	-4.1	-6.5
O=C(Nc1ccc2ccccc2c1)c1ccc(Br)o1	0.4	-5.7	4.1	19.4	i	-3.7	-5.7	2.4	-12.1	-14.8
Cc1ccc(OCCCOc2cccc3cccnc23)cc1C	1.8	-1.7	4.1	19.7	i	-3.0	-3.3	2.1	-6.5	-2.0
CSc1ncccc1C(=O)N1CCCC(Nc2ccc(F)c(F)c2)C1 (stereo not drawn)	1.0	5.8	-0.3	-2.4	i	-3.4	6.6	1.7	-1.2	·
COc1cc(C)c(Cl)cc1S(=O)(=O)n1ccnc1C	4.2	18.5	-1.0	12.1	i	1.1	-0.7	0.8	-4.6	1.7
O=C(/C(=C(\[O-])c1ccccc1)[n+]1ccc2ccccc2c1)c1ccc([N+](=O)[O-])cc1	-5.7	2.9	-0.3	9.8	i	-5.3	0.2	2.1	-23.5	-9.0
Cc1ccc([C@@H]2CC=C(C(=O)O)[C@H](c3cccc(Cl)c3)N2S(=O)(=O)c2ccc(C)cc2)cc1	4.0	-10.9	-2.0	1.3	i	12.3	-4.0	2.9	5.7	-8.6
CCOC(=O)c1c(C)[nH]c(C2=NNC(=Nc3ccc(OCC)cc3)SC2)c1C	2.9	-11.5	0.1	5.7	i	-32.7	21.6	0.3	-6.5	1.5
CCc1ccc(-c2cc(C)no2)cc1S(=O)(=O)N1CCOc2ccccc21	-1.2	5.8	4.0	-8.8	i	0.1	-16.3	2.6	1.9	-14.1
Cc1c(C(=O)N2CCCC(C)C2)sc2ncnc(N3CCCCC3C)c12 (stereo not drawn)	1.5	10.3	-0.4	1.3	i	5.0	-3.8	2.9	0.6	-3.7
O=C(c1ccc(S(=O)(=O)Nc2ccccc2F)cc1)N1CCN(c2ccccn2)CC1	-0.3	-8.7	0.3	5.1	i	-1.4	6.5	-0.7	0.9	2.1
CCc1ccc(N2CCN(CCNC(=O)Nc3ccc(OC)cc3)CC2)cc1	2.8	-0.7	0.6	-0.6	i	0.6	-7.9	-1.0	-8.4	1.3
COc1ccccc1C(=O)NC(=O)COC(=O)C1CCC1	-2.1	-7.7	-0.2	17.2	i	1.2	-1.5	-0.3	3.2	1.0
O=C1CC(Sc2nnc(-c3ccccc3)o2)C(=O)N1c1ccccc1 (stereo not drawn)	-3.7	-2.0	-1.2	5.5	i	1.3	-7.2	2.3	3.6	-4.8
COc1ccc(Cc2nc3ccc(C(=O)NC(C)c4cnn(C)c4)cc3o2)cc1 (stereo not drawn)	-1.1	0.6	-0.3	-16.4	i	0.8	0.7	0.0	0.2	4.6
CCc1nnc(NC(=O)CN2C(=O)c3ccccc3S2(=O)=O)s1	-0.2	-15.5	-1.8	11.0	i	5.6	-0.1	-1.4	-0.2	4.5
Cc1cccc(-n2ncc3c(NCc4cccnc4)ncnc32)c1	0.9	5.7	1.7	6.2	i	-0.2	-4.9	-0.2	6.8	-2.8
O=C(CSc1ccc2c(c1)OCCO2)Nc1cccnc1	3.0	-3.2	-2.0	3.8	i	-0.4	-3.2	-3.1	0.0	-1.4
Cc1nn(C)c(C(=O)N/N=C/c2cccc3ccccc23)c1Cl	4.2	7.0	-0.2	7.0	i	-2.6	-4.8	2.5	-2.8	-2.6
C(=C\c1ccccc1)/CSc1nnc(-c2cccnc2)o1	3.5	6.7	1.1	5.6	i	0.6	-2.0	1.1	-2.7	1.7
CC1CCCN(CC(=O)Nc2cccc([N+](=O)[O-])c2)C1 (stereo not drawn)	-4.8	-8.2	-3.2	0.9	i	3.2	-2.5	-2.9	-11.1	-4.4
COc1cc(Cl)ccc1OC1(C)CCN(Cc2ccc(-c3ccccn3)cc2)C1 (stereo not drawn)	-0.5	14.8	-0.4	7.5	i	-3.8	-5.8	-1.5	-4.1	·
CNC(=O)CSc1nc2nc(C)cc(C)n2n1	-0.5	-3.9	-0.1	0.9	i	1.6	-1.0	-1.1	-0.7	2.0
CCOCCCN1CC(C(=O)NCCc2ccccc2)CC1=O (stereo not drawn)	8.5	-3.7	0.0	0.2	i	1.8	5.0	0.3	0.2	-2.7
CC(OC(=O)/C=C/c1cccs1)C(=O)Nc1ccc(S(N)(=O)=O)cc1 (stereo not drawn)	0.8	4.4	-0.9	-20.2	i	8.0	-9.7	-0.8	-21.0	8.6
COc1ccc(NC(=O)CC(C)(C)C)c([N+](=O)[O-])c1	2.0	7.4	-0.3	9.8	i	1.5	-2.4	-7.5	-14.1	-4.3
O=C1NN(c2ccccc2)C(=O)C2C1C1C=CC2C12CC2 (stereo not drawn)	0.4	-2.8	-0.6	-5.0	i	0.3	-2.6	-3.1	0.2	12.2
CCC(C)NC(=O)Nc1ccc(C)cc1C (stereo not drawn)	-0.5	7.9	-1.1	-7.5	i	4.4	1.3	-1.7	0.2	-0.9
CCOC(=O)C1=C(C)C(c2ccc(OC)cc2)NC(=O)N1 (stereo not drawn)	0.9	-8.2	-0.2	10.5	i	-4.2	-7.1	0.1	-2.4	-3.5
C=CCn1cnc2c(nnn2-c2ccc(OC)c(OC)c2)c1=O	-2.6	7.2	-0.8	2.8	i	2.0	5.1	-1.5	0.9	-8.9
COC[C@@H]1CCCN1c1ccc2c(c1)O[C@@H](COCc1ccccc1)CN([C@H](C)c1ccccc1)S2(=O)=O	-7.3	-33.9	2.1	1.5	·	·	-0.6	·	2.3	·
CCOC(=O)C1CCN(Cc2cn[nH]c2-c2ccccc2)CC1	-0.7	-5.8	-0.7	-8.8	i	-1.9	4.9	1.5	2.3	0.2
O=C(O)CSc1nnc(-c2ccncc2)n1C1CCCCC1	-3.4	-8.2	-0.8	3.7	i	4.0	1.6	-1.0	0.1	-8.4
COC(=O)c1ccc(CNC(=O)c2cc3ccccc3oc2=O)cc1	-1.9	8.6	-1.1	6.5	i	1.2	5.8	0.8	-0.7	-5.3
CC(C)C(=O)N1CCC2(CC1)Oc1ccc(Cl)cc1C(=O)C21CC(c2cccnc2)=NO1 (stereo not drawn)	3.6	-3.6	-0.9	-11.4	i	3.1	6.5	4.7	3.4	-2.7
Cc1ccc(OCC(=O)OCc2nc3scc(-c4ccccc4)c3c(=O)[nH]2)cc1C	4.1	-7.2	1.0	16.4	i	-2.2	-0.2	-1.4	5.7	-2.0
Cc1ccc(C(=O)Nc2ccccc2-c2ccccc2)cc1S(=O)(=O)Nc1ccccc1	0.0	29.8*	2.8	14.9	i	-6.0	2.3	-1.1	5.5	-6.5
CCn1c(CC(=O)Nc2ccc(C)c(Cl)c2)nnc1SCc1ccc(Cl)c(Cl)c1	10.6	-2.0	-0.6	1.7	i	32.6	1.8	2.0	4.5	18.0
CCOc1ccc(OCCC(=O)Nc2cccc(S(=O)(=O)N3CCCC3)c2)cc1	3.6	-3.7	0.6	17.6	i	-1.2	-15.5	-0.9	3.4	-7.8
C[C@H](CO)N1C[C@H](C)[C@@H](CN(C)S(=O)(=O)c2cccc(C#N)c2)OCc2cnnn2CCCC1=O	-1.9	-5.9	-1.0	-1.3	i	-1.4	-2.0	-2.7	-3.4	·
Cc1nn(Cc2ccccc2)c(C)c1NC(=O)CCC(=O)O	4.2	8.4	0.2	-6.5	i	4.5	13.4	-1.5	1.9	-3.0
C=CCn1cccc(/C=C/C(=O)c2ccc(C(C)(C)C)cc2)c1=S	-2.8	-26.0	3.3	10.0	i	26.8	-3.3	6.8	-5.3	-5.2
Clc1ccc(-c2cn3cccnc3n2)cc1	0.5	-26.1	0.6	30.7	i	0.6	-2.5	1.1	-9.2	-4.6
CCOC(=O)C#CC(CCc1ccccc1)OS(N)(=O)=O (stereo not drawn)	2.5	2.2	-1.2	21.5	i	6.3	1.2	-0.1	3.9	-2.7
CCCn1c(C)cc(C(=O)COC(=O)c2ccc(Cl)c(S(=O)(=O)N3CCCC3)c2)c1C	0.0	-0.6	5.7	5.2	i	-6.2	-1.2	2.6	1.3	-13.1
CN(C)C(=O)CCSc1nnc(-c2ccncc2)o1	1.1	-4.8	-2.2	-4.9	i	-0.4	-4.0	-0.5	4.8	-9.1

Rewritten as comma-separated lines: four of the compounds above.
canonical_smiles,MT1-MMP act inh,CendR NRP1 mod,LMPTP block,SKN-1 block,Rpn11 block,DNMT1 inh,NadD block,STEP block,SUMO1-SIM PPI,Scp1 inh
Cc1ccc(C(=O)Nc2ccccc2-c2ccccc2)cc1S(=O)(=O)Nc1ccccc1,0.0,29.8*,2.8,14.9,i,-6.0,2.3,-1.1,5.5,-6.5
C=CCn1cccc(/C=C/C(=O)c2ccc(C(C)(C)C)cc2)c1=S,-2.8,-26.0,3.3,10.0,i,26.8,-3.3,6.8,-5.3,-5.2
CN(C)C(=O)CCSc1nnc(-c2ccncc2)o1,1.1,-4.8,-2.2,-4.9,i,-0.4,-4.0,-0.5,4.8,-9.1
CCOC(=O)C#CC(CCc1ccccc1)OS(N)(=O)=O (stereo not drawn),2.5,2.2,-1.2,21.5,i,6.3,1.2,-0.1,3.9,-2.7

The results go on.
SMILES	MT1-MMP act inh	CendR NRP1 mod	LMPTP block	SKN-1 block	Rpn11 block	DNMT1 inh	NadD block	STEP block	SUMO1-SIM PPI	Scp1 inh
C=CCSc1nc2sc3c(c2c(=O)[nH]1)CCC3	-1.0	0.8	0.6	4.1	i	-0.2	-3.9	2.1	1.7	-7.3
COc1ccc(/C=N/Nc2nc3ccccc3s2)cc1O	9.2	3.8	1.0	14.9	i	0.9	0.0	-4.7	1.6	-4.4
COc1cccc(C(=O)NC2CC3CCCC(C2)N3CC(=O)Nc2ccccc2C(F)(F)F)c1 (stereo not drawn)	-2.1	-4.7	1.0	-4.9	i	-3.1	-5.4	-0.1	-2.2	3.1
c1cncc(CN2CCN(c3cc(-c4cnc5ccccc5c4)nc4ccnn34)CC2)c1	1.7	-0.8	-1.4	18.9	i	3.0	3.5	-1.2	-9.2	·

From PubChem BioAssay
